# Screens from PubChem.
# RTF Ca sens act: cardiac RTF calcium sensitization. P19429+P45379. IANBD-labeled TnC RTF fluorescence at EC20 calcium; 0% EC20 calcium, 100% full calcium. activation, % at 7.2 µM. actives 0.24% (n = 340,000). AID 493008;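 active means activation above the mean over all tested compounds plus 3 SD, cut at about 30% in these data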;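 further: rise in fluorescence read as greater calcium sensitivity of cardiac thin filaments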
# Keap1-Nrf2 PPI: disrupts human Keap1 binding to Nrf2 peptide | Q14145 | Keap1 Kelch-Nrf2 peptide fluorescence polarization, 1536-well | inhibition, % at 9.4 µM | actives 0.15% (n = 340,000); in the data active means inhibition above about 12%;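 further: human Keap1 Kelch domain with fluorescein labeled Nrf2 9mer peptide probe; 0% = neutral control wells and 100% = peptide positive control; higher means more block of Keap1 binding to Nrf2 peptide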
# Target sequence (Q14145 whole entry, looked up, the tested form may be a part): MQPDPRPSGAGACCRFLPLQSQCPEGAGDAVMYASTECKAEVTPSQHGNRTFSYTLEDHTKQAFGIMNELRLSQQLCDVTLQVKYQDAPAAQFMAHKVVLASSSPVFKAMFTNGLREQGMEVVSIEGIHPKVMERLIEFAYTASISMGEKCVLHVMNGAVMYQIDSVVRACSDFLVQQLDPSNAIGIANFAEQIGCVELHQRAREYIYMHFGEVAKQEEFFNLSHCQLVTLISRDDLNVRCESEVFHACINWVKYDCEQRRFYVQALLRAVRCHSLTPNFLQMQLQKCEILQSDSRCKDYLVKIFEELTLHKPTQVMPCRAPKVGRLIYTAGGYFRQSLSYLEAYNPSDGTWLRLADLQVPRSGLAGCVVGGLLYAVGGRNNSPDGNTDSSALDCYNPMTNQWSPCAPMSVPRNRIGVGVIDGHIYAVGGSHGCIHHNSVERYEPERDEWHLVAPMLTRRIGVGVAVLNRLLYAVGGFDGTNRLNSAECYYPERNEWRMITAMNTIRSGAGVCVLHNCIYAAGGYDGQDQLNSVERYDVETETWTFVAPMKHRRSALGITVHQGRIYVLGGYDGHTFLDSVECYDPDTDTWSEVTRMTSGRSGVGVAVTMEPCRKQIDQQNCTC
# V-ATPase pH: alters yeast V-ATPase proton transport | S. cerevisiae, pHLuorin cytosolic pH fluorescence | response, % at 10 µM | actives 0.37% (n = 350,000) | AID 504577; in the data active means response mostly above about 7.3%, no sharp cut-off; inactive means mostly below about 5.4%; further: actives read high; inactives centre near 0; some compounds called inactive have numbers as strong as hits; reference of the scale not given here
# RTF Ca sens inh: cardiac RTF calcium desensitization; P19429+P45379; IANBD-labeled cardiac RTF, Ca2+ fluorescence; inhibition, % at 7.15 µM; actives 0.12% (n = 340,000);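 active means inhibition above the mean inhibition of all tested compounds plus 3 SD, cut at about 17% in these data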;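 further: assay run at fixed EC70 calcium of 1.6 mM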
# HTR5A ag ctr: counter-screen for OPRM1-OPRD1 agonists: human HTR5A agonism | actives 0.61% (n = 340,000) | activation, % at 9.3 µM | HTR5A agonist assay, luminescence, cell-based | AID 504692; in the data active means activation mostly above about 9.5%, no sharp cut-off; inactive means mostly below about 7.6%;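 further: 0% = cells with vehicle only and 100% = reference agonist; strong numbers were not always called active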
# Target sequence (P47898 whole entry, looked up): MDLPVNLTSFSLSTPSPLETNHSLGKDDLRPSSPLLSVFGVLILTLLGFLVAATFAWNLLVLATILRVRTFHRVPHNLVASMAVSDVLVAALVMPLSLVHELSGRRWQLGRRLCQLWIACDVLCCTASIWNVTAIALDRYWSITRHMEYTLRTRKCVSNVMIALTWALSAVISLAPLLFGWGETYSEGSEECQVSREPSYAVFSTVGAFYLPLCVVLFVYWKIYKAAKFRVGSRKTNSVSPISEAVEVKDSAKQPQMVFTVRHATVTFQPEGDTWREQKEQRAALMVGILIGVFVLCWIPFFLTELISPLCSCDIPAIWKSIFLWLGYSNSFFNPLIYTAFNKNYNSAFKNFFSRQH
# LANA DNA inh: KSHV C-LANA DNA binding inhibition | MBP-C-LANA/FAM-LBS DNA binding, fluorescence polarization | inhibition, % at 9 µM | actives 0.078% (n = 340,000) | AID 504423;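 active means highest replicate inhibition at or above 60% at 9 µM, even if other replicates fall short; inactive means all replicates below 60% inhibition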;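 further: 0% = neutral control wells and 100% = 4 µM acridine orange control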
# OPRM1-OPRD1 ag: OPRM1-OPRD1 heterodimerization agonism | cells, luminescence | activation, % at 9.3 µM | actives 0.3% (n = 340,000) | AID 504326; in the data active means activation above about 18%;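 further: 0% = vehicle-treated cells and 100% = reference agonist; values of inactives mirror those of a sister screen read the other way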
# HTR5A inv ag: HTR5A inverse agonism, opioid heterodimer counter-screen; inhibition, % at 9.3 µM; P47898; actives 0.083% (n = 340,000); HTR5A cell line, luminescence; in the data active means inhibition mostly above about 23%, no sharp cut-off; inactive means mostly below about 18%;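 further: 0% = cells with DMSO and 100% = no-cell wells with DMSO; some compounds called inactive have numbers as strong as hits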
# CAL PDZ FP: blocks peptide binding to the human CAL PDZ domain. Q9HD26. purified CAL PDZ, TMR-peptide fluorescence polarization, 1 h. inhibition, % at 24.9 µM. actives 0.92% (n = 300,000). AID 602252;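 active means mean inhibition of at least 30% with at least half of replicates also reaching 30%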;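 further: 0% = DMSO neutral control and 100% = excess unlabeled competitor peptide PRC23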
# MOR-DOR inv ag: mu-delta opioid heterodimer inverse agonism; inhibition, % at 9.3 µM; cell-based MOR-DOR heterodimer luminescence; P35372+P41143; actives 0.21% (n = 340,000); in the data active means inhibition above about 22%, passing the limit was not always enough;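 further: 0% = cells with DMSO and 100% = wells without cells with DMSO; values of inactives mirror those of a sister screen read the other way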
# Starred values were filed as active, the others as inactive; . = no result given; & = joins results of further samples. Outcome played no part in choosing rows. Share with any hit: about 2.8%.
SMILES,RTF Ca sens act,Keap1-Nrf2 PPI,V-ATPase pH,RTF Ca sens inh,HTR5A ag ctr,LANA DNA inh,OPRM1-OPRD1 ag,HTR5A inv ag,CAL PDZ FP,MOR-DOR inv ag
Cc1cc(C(=O)N/N=C/c2c(C)nn(-c3ccccc3)c2C)n[nH]1,6,-3,3,-1,1,-1.3,-2.4,19,.,12
CCNC(=O)/C(C#N)=C/c1c(N(Cc2ccccc2)Cc2ccccc2)nc2ccccn2c1=O,-6,-3,-8,-17,5,0.5,1.9,-21,-6,-13
COc1ccccc1OCC(=O)Nc1nc(C)c(C)s1,-1,-1,-1,-1,-2,-1.8,0.2,-30,-3,-2
CC1CC(C)CN(C(=O)CN2C(=O)NC(c3ccccc3)(c3ccccc3)C2=O)C1 (configuration not stated),1,-1,1,-4,1,0.0,-2.8,-8,-5,11
CN1CCN(C(=O)C2CC(=O)N(c3ccc(Cl)cc3)C2)CC1 (configuration not stated),6,-7,7,-8,3,0.9,-1.2,-1,0,8
Cc1ccc(NC(=S)NNC(=O)Cn2nc([N+](=O)[O-])cc2C)cc1,-2,5,7,-3,5,0.7,-2.9,-3,.,15
O=[N+]([O-])c1cc2c(cc1C=Nc1ccccc1)OCO2,-1,2,1,-9,0,0.3,4.2,4,-4,-26
COc1ccccc1NC(=O)N(CCCN1CCOCC1)Cc1cc2cc3c(cc2[nH]c1=O)OCO3,7,-4,0,8,6,-0.6,-2.1,-14,1,10
Cc1cccc(C(C)C)c1NC(=O)C1CN(S(=O)(=O)c2ccccc2)CCN1S(=O)(=O)c1ccccc1 (configuration not stated),-3,-5,3,9,11,-1.6,3.2,-27,-12,-17
CCS(=O)(=O)N1CCN(c2ccc(C(=O)NC3C4CC5CC(C4)CC3C5)cc2[N+](=O)[O-])CC1 (configuration not stated),6,-7,3,-11,6,0.7,-0.8,-22,-6,4
O=C(Cc1c(O)c2ccccc2oc1=O)c1ccc(F)cc1,3,-2,-1,-4,-2,-1.7,3.6,3,-5,-14
O=C(NCCc1c[nH]c2ccccc12)C1CCN(S(=O)(=O)c2ccccc2F)CC1,3,-3,2,-4,-1,-0.6,-0.9,-31,3,5
CCC(C)(C)NC(=O)C1CCN(c2nc(OC)nc(OC)n2)CC1,0,2,0,0,-1,-0.2,-1.9,4,34*,10
Cc1ccc(Cn2c(=N)c(C(=O)NC3CCCCC3)cc3c(=O)n4ccccc4nc32)cc1,-2,-2,0,-11,-2,13,-5.0,7,-3,26
Cc1nn(-c2ccccc2)cc1/C=N/NS(=O)(=O)c1ccccc1,-2,-5,.,2,0,0.0,1.2,-7,0,-9

# Compound profiles, from the list above. Order of values: RTF Ca sens act	Keap1-Nrf2 PPI	V-ATPase pH	RTF Ca sens inh	HTR5A ag ctr	LANA DNA inh	OPRM1-OPRD1 ag	HTR5A inv ag	CAL PDZ FP	MOR-DOR inv ag
# `Cc1ccc(NC(=S)NNC(=O)Cn2nc([N+](=O)[O-])cc2C)cc1` is listed as -2	5	7	-3	5	0.7	-2.9	-3	.	15
# `Cc1ccc(Cn2c(=N)c(C(=O)NC3CCCCC3)cc3c(=O)n4ccccc4nc32)cc1` is listed as -2	-2	0	-11	-2	13	-5.0	7	-3	26

# (further entries)
SMILES,RTF Ca sens act,Keap1-Nrf2 PPI,V-ATPase pH,RTF Ca sens inh,HTR5A ag ctr,LANA DNA inh,OPRM1-OPRD1 ag,HTR5A inv ag,CAL PDZ FP,MOR-DOR inv ag
Cc1c(CCO)c(=O)n2c([nH]c3ccccc32)c1C#N,4,-9,0,-3,-1,0.3,-1.4,4,-2,6
O=C(CCc1ccccc1)N=C1SC2CS(=O)(=O)CC2N1c1ccccc1 (configuration not stated),-2,-2,9,-2,7,-1.3,-2.9,-26,5,14
c1csc(-c2nc3nc4ccccc4nc3n2Cc2ccc3c(c2)OCO3)c1,8,2,2,8,8,-0.3,-1.3,10,0,8
Cc1ccc(OCC(=O)Nc2ccc(N3CCOCC3)cc2)c([N+](=O)[O-])n1,-3,-2,-2,-2,-4,0.3,-0.2,-40,-2,1
CN1CN=C(NS(=O)(=O)c2ccc([N+](=O)[O-])cc2)NC1,-8,4,-1,-11,-2,1.6,-0.6,-28,0,4
O=C(/C=C/N1CCN(Cc2ccccc2)CC1)C(F)(F)F,4,2,-1,-5,2,-2.2,-3.1,-7,-6,16
O=C(C1CC1)N1CCc2cc(Br)cc(S(=O)(=O)NCc3ccc4c(c3)OCO4)c21,1,-2,3,0,0,-0.3,-0.8,7,-3,4
Cc1ccc(C2CC(=O)NC(SCC(=O)Nc3nccs3)=C2C#N)cc1 (configuration not stated),-3,2,0,-3,-3,-1.6,-2.1,6,0,11
CCOC(=O)N1CCC(N2CCN(C3CCCC3)C(CCO)C2)CC1 (configuration not stated),2,2,0,-4,-1,0.6,-1.7,2,0,10
CN(C)S(=O)(=O)N1CCN(CC(=O)Nc2ccc(F)cc2)CC1,1,-1,-1,-2,3,-2.1,0.3,12,.,-1
CC(C)COc1ccc(C(=O)Nc2ccc(NC(=O)c3ccco3)c(Cl)c2)cc1,4,-1,1,-9,8,-0.4,-0.5,-23,-2,3
CN1CCN(C(=O)NC2CCCN2S(=O)(=O)c2ccc(Cl)cc2)CC1 (configuration not stated),-5,-2,3,-3,2,-0.4,-2.9,-6,-2,14
CCCCOC(=O)c1cc(=O)[nH]c(=O)[nH]1,5,-3,0,0,-3,-1.9,0.8,2,0,-4
CC1(C)C2CCC1(C(=O)O)c1nc3ccccc3nc12 (configuration not stated),-2,3,1,7,1,-1.5,-1.2,-2,6,6
C[C@@H](C(=O)Nc1ccccc1N1CCOCC1)N1C(=O)C2CC=CCC2C1=O (some centres not stated),3,0,-2,-2,-2,0.5,-0.1,-1,2,1
CCC(CC)c1nnc(NC(=O)c2c(C)nn(Cc3ccccc3Cl)c2C)s1,-2,1,-8,-1,6,-0.5,1.9,-16,0,-9
O=C1OCCN1S(=O)(=O)Nc1ccccc1,-2,6,-2,3,-2,-2.3,-2.4,8,5,14
O=C(/C=C/c1ccc([N+](=O)[O-])cc1)NCCc1ccc(F)cc1,1,-6,-1,-22,-4,-1.1,3.8,6,-21,-24
O=C(NC(CO)C(=O)OCc1ccccc1)OCc1ccccc1 (configuration not stated),-1,-3,-1,-4,-2,0.3,-0.7,10,-2,4
c1ccc2c(c1)CCCn1nnnc1-2,-5,-1,-3,0,4,0.0,-2.3,-2,-4,12
COc1cccc(C2C(C(=O)c3cccs3)=C(O)C(=O)N2c2cc(C)on2)c1 (configuration not stated),8,0,-5,-6,1,-0.3,1.1,13,1,-6
CCn1c(=S)sc2c(=O)[nH]c(SCC(=O)Nc3cc(OC)ccc3OC)nc21,8,-3,-1,-6,4,0.0,-0.3,-4,-10,2
CCc1nnc(NC(=O)C2CCCN(S(=O)(=O)c3ccccc3)C2)s1 (configuration not stated),3,2,-4,-4,4,2.7,-1.2,9,-3,7
Cc1cc(C)cc(OCC(=O)Nc2ccc(F)cc2)c1,4,-6,0,-5,1,0.4,1.8,-16,.,-10
COc1cc(NC(=O)C2CCC(CNc3c(N4CCC(C)CC4)c(=O)c3=O)CC2)cc(OC)c1 (configuration not stated),0&-7,-9&-1,-1&-1,-3&-4,2&8,-1.1&0.9,-2.9&-0.8,-9&-23,-1,14&4
Cc1sc2nc(CN3CCOCC3)[nH]c(=O)c2c1-c1ccccc1,3,-3,0,-17,-3,-0.7,-1.3,0,-4,9
O=S(=O)(Nc1ccccc1OC(F)F)c1ccc(S(=O)(=O)N2CCCC2)cc1,1,-7,-2,2,8,-1.7,-3.0,13,-2,12
CN1CCCN(C(=O)/C=C/c2ccc(F)cc2)CC1,3,-1,-1,-2,3,0.0,-2.4,20,2,13
CC(=O)OC1CSc2nc3ccccc3n2C1 (configuration not stated),2,-1,-3,-1,2,-0.2,-4.9,-4,0,21
CC(C)(C)c1ccc(S(=O)(=O)NCC(=O)N2CCN(C(=O)c3ccco3)CC2)cc1,1,-1,0,-9,2,2.2,0.2,4,-41,-1
CC(=O)C1=C(O)C(=O)N(c2ccc(C(=O)O)cc2)C1c1ccccc1 (configuration not stated),5,-1,1,4,-4,0.1,-3.2,6,-3,19
O=C(C[n+]1ccccc1)N/N=C/c1ccco1,.,-4,1,.,.,2.7,.,.,12,.
CC1CCCC(C)N1C(=O)COC(=O)c1ccc(F)c(S(=O)(=O)N2CCOCC2)c1 (configuration not stated),-5,-6,-4,6,6,0.5,-2.1,-8,-1,12
CCn1cc(C(=O)OCc2ccccc2)c(=O)c2ccc(C)nc21,-2,-1,0,-2,-2,-0.1,-4.0,-1,0,17
CCC(=O)N1CCN(c2ccc(NC(=O)c3ccc(N4CCOCC4)c([N+](=O)[O-])c3)cc2)CC1,-3,3,-1,-4,1,1.3,-1.1,-2,-5,4
Cc1ccc(S(=O)(=O)N2[C@@H](c3ccccc3)C(C(=O)O)=CC[C@H]2c2cccc(Cl)c2)cc1,-8,6,-5,-12,2,3.5,-0.3,-7,-5,2
N#Cc1c(N)nc(SCC(=O)NCc2ccc3c(c2)OCO3)c(C#N)c1-c1cccs1,-3,0,1,-5,0,0.5,-1.3,16,-3,6
COCCN(C(=O)c1cc2c(s1)CCCCC2)c1c(N)n(CC(C)C)c(=O)[nH]c1=O,-1,-6,0,-2,8,-3.4,-0.5,-20,-3,2
COC(=O)CC(=O)Cc1nc(N)nc(Nc2ccc(C)c(C)c2)n1,-1,-1,4,2,3,2.8,-2.2,3,-1,13
Cc1ccc(-n2nc3c(Cl)nnc(C)c3c2C)cc1,7,-3,1,2,0,1.1,-1.9,8,-6,9
COc1ccc(CN2CCN(c3cc(C)nc4c5c(C)cc(C)nc5nn34)CC2)cc1F,-1,4,-2,-7,-3,2.3,0.2,1,-1,-1
Cc1c(O)c(=O)ccn1Cc1ccccc1,6,-10,6,-3,-3,-0.9,-2.4,4,12,14
CC(=O)c1ccc(NC(=O)c2ccc3nc(-c4ccco4)c(-c4ccco4)nc3c2)cc1,-22,-1,-2,8,-3,8.7,4.2,0,-3,-25
CC(=O)Nc1cc2c(cc1C(=O)c1ccccc1)OCCO2,7,-2,-4,-5,4,-2.8,-1.9,-4,-5,9
CCOc1ccc(C(OC(=O)c2ccco2)C(=O)NCc2ccc(C)cc2)cc1 (configuration not stated),1,-2,-7,3,1,0.5,-2.3,-9,-6,12
COc1ccc(S(=O)(=O)N(CC(=O)NCC2CCCO2)C2CCCCC2)cc1OC (configuration not stated),-3,-6,1,-16,-2,-0.3,0.4,1,0,-3
O=C(COc1ccccc1)N1CCCCCCC1,-2,4,5,1,4,0.6,-2.7,-1,-5,13
Cc1cnc(C(=O)OCC(=O)N=c2sccn2Cc2ccccc2Cl)cn1,3,0,-2,-7,0,0.6,-6.4,8,-2,21
O=C(CCCn1cc([N+](=O)[O-])cn1)N1CCCCC1,11,-1,0,-2,-1,-0.8,0.2,10,-5,-1
O=S(=O)(O)c1cc(O)c2c(O)c(N=Nc3cc(Cl)ccc3O)c(S(=O)(=O)O)cc2c1,-11,0,2,27*,-5,50,-5.6,17,1,25
Cc1ccc(S(=O)(=O)N2CCN(C(=O)CCC(=O)OCC(=O)Nc3cccc(C#N)c3)CC2)cc1,2,4,1,1,1,-0.7,-1.4,-20,-1,8
CSc1oc(-c2ccc(F)cc2)nc1S(=O)(=O)c1ccccc1,-2,5,-1,-5,7,-1.3,-2.0,-13,-2,9
CN1Cc2ccccc2CC1CNCc1c(C(=O)N2CCCC2)nc2ccccn12 (configuration not stated),-7,1,-1,-8,3,1.2,3.5,-8,0,-25
